UPR XBP1 act – activators of adaptive XBP1 UPR arm, primary screen, cell-based, CHO-XBP1 luciferase reporter, luminescence, uHTS; IRE1-XBP1 UPR activation; percent of tunicamycin response, DMSO as zero; activation, % at 20 µM; 330,000 compounds, 0.33% hits;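 active = versus positive control, 20 µM dose yields 30% or more activation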;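 also: 100% = tunicamycin at 10 µg/mL and 0% = DMSO only wells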
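Material: IRE1-XBP1 luciferase reporter CHO line / Quantity: one thousand reporter cells per well / Buffer or medium: F12 with 10% serum / Compound: 20 µM single concentration, DMSO 1% / Times: 6 h treatment, 37 °C / Detection: Steady-Glo luciferase glow luminescence, 10 min after reagent addition / Benchmarks: tunicamycin high, DMSO low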
APJ ag – agonists of human apelin receptor APJ, primary screen, CHO-K1 cells, PathHunter beta-arrestin, luminescence. P35414. 0% DMSO wells, 100% apelin. activation, % at 20 µM. 330,000 compounds, 0.11% hits. AID 2520, 2010;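 active = activation more than six SD over the plate average, tested at 20 µM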;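 also: 0% = DMSO alone and 100% = apelin-13 at 10 nM; some results filed as inactive read as strong as hits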
Target sequence (P35414 whole entry, looked up): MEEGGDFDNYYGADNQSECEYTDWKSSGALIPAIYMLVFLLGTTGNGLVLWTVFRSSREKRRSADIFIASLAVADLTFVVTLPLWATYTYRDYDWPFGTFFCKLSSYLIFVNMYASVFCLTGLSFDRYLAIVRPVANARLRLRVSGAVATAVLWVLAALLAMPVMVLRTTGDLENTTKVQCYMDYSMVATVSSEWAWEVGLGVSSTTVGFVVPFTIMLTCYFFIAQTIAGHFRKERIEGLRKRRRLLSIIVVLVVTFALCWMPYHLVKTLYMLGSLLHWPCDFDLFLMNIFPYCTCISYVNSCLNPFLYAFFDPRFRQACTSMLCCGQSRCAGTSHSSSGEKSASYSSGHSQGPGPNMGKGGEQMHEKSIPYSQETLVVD
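Test system – PathHunter CHO-K1 APJ (AGTRL-1) beta-arrestin reporter cells · Input – 1000 cells/well · Compound – single test compound dose, 20 µM final, 1% DMSO · Times – compound stimulation 90 min at 25 °C, detection 60 min · Technique – beta-gal luminescence · Read-out basis – APJ–arrestin association signal · Control set – negative DMSO alone, positive Apelin-13 at 10 nM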
APJ antagonist – antagonists of human apelin receptor APJ, primary screen, CHO-K1 cells, beta-arrestin complementation, luminescence. inhibition, % at 20 µM. 330,000 compounds, 0.32% hits. AID 2521, 2010;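 active = inhibition above about 40% at 20 µM, limit read from the data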;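 also: cells challenged with 10 nM apelin-13 agonist together with compound; plate controls were apelin-13 plus DMSO wells for no effect and DMSO wells lacking apelin-13 for full effect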
tim23-1 inh – growth inhibitors of tim23-1 mutant yeast, primary screen, luminescence, uHTS. S. cerevisiae tim23-1 growth, BacTiter-Glo luminescence, 24 h. 330,000 compounds, 1.3% hits. inhibition, % at 20 µM;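 active = growth inhibition of the mutant yeast at or above 50%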;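 also: temperature-sensitive mutant grown at 25 °C; plate controls were DMSO-treated mutant yeast for no effect and medium wells lacking yeast for full effect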
CHOP UPR activ – activators of apoptotic CHOP UPR arm, primary screen, cell-based, CHO-CHOP luciferase reporter, luminescence, uHTS; activation, % at 10 µM; 330,000 compounds, 0.34% hits; UPR activation; percent of tunicamycin response over DMSO baseline;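 active = at 10 µM dose, activation of 40% or more, normalized to positive control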;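 also: 100% = tunicamycin at 10 µg/mL and 0% = DMSO alone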
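measured by = luciferase luminescence | assay system = CHO-CHOP cells, stable luciferase reporter of PERK-eIF2a-CHOP signalling | amount = 500 reporter cells seeded per well | timing = 6 h compound exposure at 37 °C after overnight seeding | controls = positive tunicamycin 10 µg/mL, negative DMSO alone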
TIM10 inh – growth inhibitors of isogenic TIM10 control yeast, primary screen, counter-screen for tim10-1 yeast inhibitor project, luminescence, uHTS; AID 463195, 2010; S. cerevisiae TIM10 strain growth, BacTiter-Glo luminescence, 24 h; inhibition, % at 10 µM; 330,000 compounds, 1.4% hits;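 active = inhibition of 40% or more at the single tested concentration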;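 also: wild-type TIM10 isogenic control strain grown at permissive 25 °C; 0% = DMSO yeast wells and 100% = minimal medium wells without yeast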
CXCR6 inh – CXCR6 receptor inhibitors, primary screen, cell-based, beta-arrestin, luminescence, CHO-K1 PathHunter, 1536-well. C-X-C chemokine receptor type 6 (Homo sapiens), O00574. inhibition, % at 20 µM. 360,000 compounds, 0.36% hits; in the data active = inhibition above about 34%, passing the limit was not always enough;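 also: antagonist mode with CXCL16 agonist at 10 nM final; 0% = 10 nM CXCL16 with DMSO and 100% = unstimulated wells without agonist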
Target sequence (O00574 whole entry, looked up): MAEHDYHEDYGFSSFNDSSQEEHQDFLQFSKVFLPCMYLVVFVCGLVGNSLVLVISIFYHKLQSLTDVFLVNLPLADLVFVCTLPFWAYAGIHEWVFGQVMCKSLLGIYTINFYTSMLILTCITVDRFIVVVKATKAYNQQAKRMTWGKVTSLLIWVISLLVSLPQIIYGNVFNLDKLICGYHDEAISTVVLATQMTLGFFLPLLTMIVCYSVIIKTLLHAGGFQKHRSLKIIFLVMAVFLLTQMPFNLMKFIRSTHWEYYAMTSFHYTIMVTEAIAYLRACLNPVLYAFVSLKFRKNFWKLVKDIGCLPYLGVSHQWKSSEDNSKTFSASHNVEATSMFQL
Mdm2-MdmX inh – inhibitors of human Mdm2-MdmX association, primary screen, cell-based, luminescence, split luciferase, SaOS-2, uHTS | Protein Mdm4 (Homo sapiens) + E3 ubiquitin-protein ligase Mdm2 (Homo sapiens), … | SaOS-2 split-luciferase Mdm2/MdmX complementation | inhibition, % at 8 µM | 330,000 compounds, 3% hits | AID 485346, 2010;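 active = inhibition of at least 50% at 8 µM in the primary screen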
tim10-1 inh – growth inhibitors of tim10-1 mutant yeast, primary screen, luminescence, uHTS | S. cerevisiae tim10-1 ts strain growth, BacTiter-Glo, 24 h | 330,000 compounds, 2.2% hits | inhibition, % at 20 µM | AID 463190, 2010;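 active = inhibition of at least 40%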;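 also: mutant grown at 25 °C; 0% = DMSO wells with yeast and 100% = wells holding no yeast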
An asterisk follows results filed as active; x = not tested or not shown. Not all compounds are listed; the hit share may differ from the screen's.

Under each structure – UPR XBP1 act, APJ ag, APJ antagonist, tim23-1 inh, CHOP UPR activ, TIM10 inh, CXCR6 inh, Mdm2-MdmX inh, tim10-1 inh
O=C(Nc1ccc(N2CCCCC2)c(C(=O)O)c1)c1ccco1
→ -1, 5, 13, 9, 0.9, 3, -3, -11, -7
CCC/C(=N\NC(=O)c1csc(C)c1C)c1cccs1
→ 1, -3, 0, -9, 4.6, 17, -1, -26, 31
CN(C)CCNc1nc2c(c(=O)[nH]c(=O)n2C)n1CC(O)COc1ccc(Cl)cc1Cl (stereo not given)
→ -1, -3, 4, 15, -1.6, 0, 6, 40, 6
Cc1c(NC(=O)Nc2ccc(C#N)cc2)c(=O)n(-c2ccccc2)n1C
→ 4, 0, 6, -2, 5.7, 11, -7, -12, 0
Cc1ccc2c(c1)N(CC(=O)N1CCCc3ccccc31)C(=O)CO2
→ -1, -3, 2, 27, -3.0, -8, -2, 15, 20
COc1cc(C(=O)NCC(=O)OCC(=O)N2CCc3ccccc32)cc(OC)c1OC
→ -2, 0, 7, -5, -0.9, 14, 10, 10, 14
O=C1c2oc3ccc(F)cc3c(=O)c2C(c2ccc(F)cc2)N1CCCN1CCOCC1 (stereo not given)
→ -2, -2, -33, 18, -0.7, -5, -4, 10, -40
Oc1cccc(/C=N/N2CCCCC2)c1O
→ 11, 0, 9, 21, 5.9, -2, 7, 9, 26
O=C(NC1CCCC1)c1cc(Cl)ccc1[N+](=O)[O-]
→ -1, 11, -15, 20, -0.2, 8, 1, -12, 8
CC(O)CCC(=O)NCCNC(=O)CCC(C)O (stereo not given)
→ 1, 7, 4, 9, 2.0, 0, -7, 8, -3
CCOC(=O)CSc1nnc(-c2ccoc2C)n1-c1ccc(OCC)cc1
→ -1, -5, 8, 25, 0.5, 45*, 0, 25, 37
Cc1nc(NC(=O)C2CCCC2)sc1Cc1ccc2c(c1)OCO2
→ 1, -3, -5, 35, 2.4, 31, -10, -52, 37
Cc1cc(N/N=C/c2cccc(F)c2)nc(NCc2ccccc2)n1
→ 1, 0, -1, -13, 4.3, -46, -5, 14, -46
O=C(CN1C(=O)NC2(CCCc3ccccc32)C1=O)Nc1cc(F)ccc1F (stereo not given)
→ -2, -4, -1, 6, -0.6, 1, -1, 32, 8
CCc1ccccc1NC(=O)c1ccc(S(=O)(=O)NCC2CCCO2)cc1 (stereo not given)
→ 2, 0, 9, 1, 1.6, -8, 4, -6, 3
CC(CCc1ccccc1)NC(=O)C(=O)NCc1ccccc1 (stereo not given)
→ -2, -1, -4, -21, 5.2, -20, 5, 8, 0
COc1ccc(C2CC(c3cccc(C)c3)n3ncnc3N2)cc1 (stereo not given)
→ 0, -5, 6, 12, -0.5, -6, 1, 6, 9
Cc1cnc(C(=O)Oc2ccc(-c3ccccc3)cc2)cn1
→ 2, 2, -8, 18, 0.6, -8, -7, 2, 17
Cc1cc(OCC(=O)NCc2nc(-c3ccccc3)no2)c(C)cc1Br
→ -1, 1, -15, -11, -3.6, -23, -3, 41, -38
CC(C)n1nccc1N(Cc1ccc(Br)cc1)S(=O)(=O)c1ccccc1
→ -2, -5, 1, 36, -0.9, 36, 15, 28, 28

2 entries from above, as a markdown table.
| SMILES | UPR XBP1 act | APJ ag | APJ antagonist | tim23-1 inh | CHOP UPR activ | TIM10 inh | CXCR6 inh | Mdm2-MdmX inh | tim10-1 inh |
| --- | --- | --- | --- | --- | --- | --- | --- | --- | --- |
| Cc1nc(NC(=O)C2CCCC2)sc1Cc1ccc2c(c1)OCO2 | 1 | -3 | -5 | 35 | 2.4 | 31 | -10 | -52 | 37 |
| Cc1cc(N/N=C/c2cccc(F)c2)nc(NCc2ccccc2)n1 | 1 | 0 | -1 | -13 | 4.3 | -46 | -5 | 14 | -46 |

The listing continues.
Under each structure – UPR XBP1 act, APJ ag, APJ antagonist, tim23-1 inh, CHOP UPR activ, TIM10 inh, CXCR6 inh, Mdm2-MdmX inh, tim10-1 inh
CCC(C)[C@H](NC(=O)OC(C)(C)C)C(=O)N/N=C/c1ccc2nccnc2c1 (stereo not given in full)
→ 1, 1, 2, 1, 3.0, 5, 6, -12, 11
Cc1cc([N+](=O)[O-])ccc1NC(=O)C(C)[n+]1ccccc1 (stereo not given)
→ 1, -2, 5, -2, 2.5, 3, -2, -6, 15
COC(=O)CSc1nc(C)c(C(=O)Nc2ccccc2C)c(-c2ccc(Cl)cc2)c1C#N
→ 0, -3, -6, 23, 3.8, 34, 7, 16, 18
Nc1ccccc1C(=O)NCCCN1CCOCC1
→ 1, -3, 18, 7, 1.1, 5, -9, 14, 3
Cc1ccc(C2CC(=O)Nc3c2ccc2ccccc32)cc1[N+](=O)[O-] (stereo not given)
→ -3, 0, 4, 31, 0.1, 4, -4, 27, -7
O=C1CCC/C=C\C[C@@H](CC(=O)N(CCO)Cc2ccccc2)C(=O)N[C@H](c2ccccc2)CO1
→ 0, -4, 1, 12, 0.4, 3, -1, 19, 13
COc1ccc(C2CC(c3ccccc3)Nc3nc(N)nn32)cc1 (stereo not given)
→ 1, -2, -12, 7, -2.8, 8, 1, 15, -9
COc1cccc(C(CC(=O)NCCN2CCOCC2)NS(=O)(=O)c2ccc(C)cc2)c1OC (stereo not given)
→ -3, -7, 5, -3, -2.3, -3, 3, 8, 0
CC(C)Cn1c(SCC(=O)NC2CCCc3ccccc32)nc(O)cc1=O (stereo not given)
→ -2, -1, 3, 0, -2.2, -1, 0, -23, 10
COC(=O)c1cc(S(=O)(=O)N2CCN(c3cc(C)ccc3C)CC2)c[nH]1
→ -2, 6, 17, 32, 1.4, 6, -3, 2, 42*
CCCNC(=O)CS(=O)Cc1nc(-c2ccc(OC)cc2)oc1C (stereo not given)
→ 0, 3, -2, 7, -0.3, -2, 3, -10, 8
COCCNC(=O)/C(C#N)=C/c1cc(Br)c(O)c(OC)c1
→ -2, -2, 6, 20, -3.8, -17, 4, -26, 6
COc1ccc(/C=C/CN2CCN(Cc3ccc(F)cc3)C(CCO)C2)cc1 (stereo not given)
→ -3, -2, 9, -1, 1.2, -5, -8, -22, -1
CC(C)(O)CC[C@@H](O)[C@](C)(O)[C@H]1CC[C@@]2(O)C3=CC(=O)[C@@H]4C[C@@H](O)[C@@H](O)C[C@]4(C)[C@H]3CC[C@]12C
→ -7, -2, -11, 10, 0.7, 7, 0, -12, 8
O=C(CN1CCN(Cc2ccccc2Cl)C1=O)NC1CCCCCC1
→ 2, 0, 10, 15, 4.2, 17, -5, -1, 14
S=C(NCCc1ccccc1)N/N=C/c1ccccc1Cl
→ 1, 0, 6, 36, -0.5, 12, 8, 3, 18
Cc1cc(C)n(C(=O)CN2C(=O)CCC2=O)n1
→ -2, -2, -6, 4, 1.2, -56, 1, -2, 1
Cc1ccn2c(=O)c(C(=O)NCCC3=CCCCC3)c(O)nc2c1
→ -3, 3, -11, 35, 1.1, 11, 2, 35, 38
NC(=O)c1ccccc1OC1CCC1
→ -5, -4, 12, -13, 0.6, -3, 5, 1, -16
CCNS(=O)(=O)c1ccc(CCC(=O)NCCC2=CCCCC2)cc1
→ -2, -4, 3, 18, -0.1, 19, -1, -6, 9
COc1ccc(C(=O)NN(c2ccccc2)c2ccccc2)cc1
→ -2, -3, -18, 6, 1.7, 9, 0, -29, 16
CCn1c(C)nc2cc(C(=O)NNC(=O)Nc3ccc(Cl)c(Cl)c3)ccc21
→ -6, -1, -17, 10, 2.2, -15, x, 22, -12
Cc1ccc(N2CCN(C3=NC(=O)/C(=C\c4cccs4)S3)CC2)cc1
→ -3, -5, 16, 41, 0.1, -9, 12, 23, 0
COc1ccc(C(=O)NCc2ccc3c(c2)OCO3)cc1S(=O)(=O)NCc1ccc(Cl)cc1
→ -2, 4, -7, 14, 6.4, 2, -2, 18, -1
Cc1ccc(S(C)(=O)=O)cc1C(=O)NC(C)C1CC2CCC1C2 (stereo not given)
→ -3, -2, 17, -2, 0.3, 10, -8, 6, 7
Cc1nn(C)cc1CN(C)C(=O)c1cc(-c2ccccc2)nc2ccc(Br)cc12
→ -2, -3, -18, 25, 1.6, 15, -7, 35, 20
COCCNC(=O)COC(=O)c1[nH]c(C)c(C(C)=O)c1C
→ 1, -1, 2, 10, -3.3, 4, -12, 7, -1
COc1cc(/C=C/C(=O)CC(=O)/C=C/c2ccc(O)c(OC)c2)ccc1O
→ -2, -10, 62*, 42, 0.8, 29, 37, 54*, 40
Cc1ccc(NC(=O)Cn2cnc([N+](=O)[O-])c2)cc1C
→ -5, -2, 16, -4, -0.4, -1, 1, -3, -6
O=C(CSc1nc2ccc(NC(=O)CSc3nnnn3-c3ccccc3)cc2s1)Nc1ccccc1
→ -2, 4, -8, -44, 0.2, -16, 1, -25, -16
COc1cccc(C2C(C(=O)c3cc4cccc(OC)c4o3)=C(O)C(=O)N2c2cc(C)on2)c1OC (stereo not given)
→ -4, -4, -14, 11, 1.2, 6, 0, 11, 11
COc1cccc(N=c2oc3cc(O)ccc3cc2C(=O)NCC2CCCO2)c1 (stereo not given)
→ 7, -2, 8, 7, 1.2, 6, 19, 22, 14
Cc1cc(C(=O)NP(=O)(N2CCOCC2)N2CCOCC2)c(C)n1-c1ccc(N(C)C)cc1
→ -1, -4, -2, 16, 1.3, 2, -9, -25, -2
CN1/C(=C\C(=O)COc2ccc3c(c2)OCO3)C(C)(C)c2ccccc21
→ -2, 6, 15, 17, -3.7, 21, -5, 2, 16
O=C(CCN1C(=O)c2ccccc2C1=O)OCn1nnc2ccccc2c1=O
→ 1, -6, -9, 26, -0.9, 20, -6, 18, 30
O=C(N/C(=C\c1cccs1)C(=O)N1CCCCCC1)c1ccccc1
→ -2, -1, -3, 36, -0.6, 28, 0, 12, 25

Bioassay records as filed in PubChem.
